# BioA inh: BioA (M. tuberculosis) enzyme inhibition. purified M. tuberculosis BioA enzyme, plate reader. inhibition, % at 9.99 µM. actives 0.096% (n = 360,000). AID 602481; in the data active means inhibition above about 40%
# * marks the source's active call; other numbers are inactive results. The list is partial; count on the stated rates, not on these rows.
SMILES,BioA inh
COc1ccc(C#Cc2ccc([C@H]3[C@@H](CO)N4CCCCN(C(=O)Nc5cccc(F)c5)C[C@@H]34)cc2)cc1,-2.1
C[C@@H]1CN([C@H](C)CO)C(=O)Cc2cc(NC(=O)c3ccncc3)ccc2O[C@H]1CN(C)C(=O)Nc1ccc(C(F)(F)F)cc1,1.2
CCCC#Cc1ccc([C@@H]2[C@H](CO)N3CCCCN(S(=O)(=O)c4ccccc4C)C[C@@H]23)cc1,-3.6
O=C(c1ccncc1)N1C[C@H]2[C@@H](c3ccccc31)[C@@H](CO)N2C(=O)Nc1cccc(F)c1,0.0
C[C@H](CO)N1C[C@H](C)[C@H](CN(C)C(=O)Nc2cccc3ccccc23)Oc2ncc(C#CC(C)(C)O)cc2C1=O,-0.6
COCC(=O)Nc1ccc2c(c1)OC[C@@H](C)N(C(=O)Cc1cccnc1)C[C@@H](C)[C@H](OC)CN(C)C2=O,-0.8
Cc1noc(C)c1NC(=O)N(C)C[C@H]1Oc2c(NC(=O)NC3CCCCC3)cccc2C(=O)N([C@@H](C)CO)C[C@H]1C,2.0
CN(C)CCCNC(=O)C[C@H]1CC[C@@H]2[C@H](COc3ccc(NC(=O)C4CCC4)cc3C(=O)N2C)O1,1.2
CC(C)NC(=O)Nc1ccc2c(c1)C(=O)N([C@H](C)CO)C[C@H](C)[C@@H](CN(C)Cc1ccc(Cl)c(Cl)c1)O2,-0.2
COc1ccc(-c2ccc3c(c2)O[C@H](CN(C)CC2CC2)[C@H](C)CN([C@H](C)CO)S3(=O)=O)cc1,1.3
CO[C@@H]1CN(C)C(=O)c2ccc(NC(=O)Nc3ccccc3F)cc2OC[C@@H](C)NC[C@@H]1C,-1.6
COCCNC(=O)C[C@@H]1C[C@@H]2c3cc(NS(=O)(=O)c4ccccc4)ccc3O[C@@H]2[C@@H](CO)O1,0.6
C[C@@H]1CN([C@@H](C)CO)C(=O)c2cc(NC(=O)C3CCCCC3)ccc2O[C@@H](C)CCCCO[C@@H]1CN(C)C(=O)Nc1ccc(F)cc1,-1.9
C[C@@H]1CCCCO[C@H](CN(C)C(=O)Nc2ccccc2)[C@H](C)CN([C@@H](C)CO)C(=O)c2cc(NC(=O)c3ccccc3)ccc2O1,-0.9
Cc1ccc(S(=O)(=O)Nc2ccc3c(c2)C(=O)N([C@H](C)CO)C[C@H](C)[C@H](CN(C)S(=O)(=O)c2cn(C)cn2)OCCCC[C@H](C)O3)cc1,-0.4
Cc1noc(C)c1S(=O)(=O)Nc1ccc2c(c1)C(=O)N([C@@H](C)CO)C[C@@H](C)[C@@H](CN(C)Cc1ccncc1)O2,1.1
CO[C@H]1CN(C)C(=O)c2ccc(NS(=O)(=O)c3ccccc3)cc2OC[C@@H](C)N(C(=O)NC(C)C)C[C@@H]1C,-1.6
CC(C)NC(=O)N1CCCCN2[C@H](CO)[C@H](c3ccc(C4=CCCC4)cc3)[C@@H]2C1,1.2
O=C(Nc1cc(F)ccc1F)N1CCCCN2[C@H](CO)[C@@H](c3ccc(-c4ccncc4)cc3)[C@@H]2C1,-1.2
COCc1cn(CC[C@H]2CC[C@@H](NC(=O)Nc3ccc(Cl)cc3)[C@H](CO)O2)nn1,2.2

# In the list so far, two contain a Cl atom.
SMILES,BioA inh
CC(C)NC(=O)Nc1ccc2c(c1)C(=O)N([C@H](C)CO)C[C@H](C)[C@@H](CN(C)Cc1ccc(Cl)c(Cl)c1)O2,-0.2
COCc1cn(CC[C@H]2CC[C@@H](NC(=O)Nc3ccc(Cl)cc3)[C@H](CO)O2)nn1,2.2

# Given with bars between the fields: two of the compounds above.
Compound | BioA inh
O=C(Nc1cc(F)ccc1F)N1CCCCN2[C@H](CO)[C@@H](c3ccc(-c4ccncc4)cc3)[C@@H]2C1 | -1.2
Cc1noc(C)c1S(=O)(=O)Nc1ccc2c(c1)C(=O)N([C@@H](C)CO)C[C@@H](C)[C@@H](CN(C)Cc1ccncc1)O2 | 1.1

# Further results:
SMILES,BioA inh
COc1cccc(NC(=O)N[C@@H]2CC[C@@H](CC(=O)N3CCN(C)CC3)O[C@@H]2CO)c1,2.4
C[C@@H]1CN([C@@H](C)CO)C(=O)c2cc(NS(C)(=O)=O)ccc2O[C@@H]1CN(C)Cc1ccc(C(=O)O)cc1,0.8
O=C(NC1CCCCC1)[C@H]1[C@H](CO)[C@H]2Cn3c(cccc3=O)[C@H]2N1CCc1ccccc1,-0.2
CCCNC(=O)N(C)C[C@H]1Oc2cc(-c3ccccc3F)ccc2S(=O)(=O)N([C@@H](C)CO)C[C@@H]1C,0.2
C[C@H](O)C#Cc1ccc2c(c1)O[C@@H](CN(C)Cc1ccc(-c3ccccc3)cc1)[C@@H](C)CN([C@@H](C)CO)S2(=O)=O,0.0
COc1ccc(S(=O)(=O)Nc2cccc3c2O[C@@H](CN(C)C(=O)Nc2ccccc2)[C@H](C)CN([C@@H](C)CO)C3=O)cc1,-10.0
O=C(C[C@H]1C[C@H]2c3cc(NC(=O)Nc4ccccc4)ccc3O[C@H]2[C@H](CO)O1)NCc1ccccn1,-1.7
CC=Cc1ccc2n(c1=O)C[C@@H]1[C@@H](CO)[C@H](C(=O)NCCc3ccncc3)N(Cc3cncnc3)[C@H]21 (mixture of isomers),-1.5
COc1cccc(S(=O)(=O)Nc2ccc3c(c2)OC[C@H](C)N(C(=O)Cc2cccnc2)C[C@@H](C)[C@@H](OC)CN(C)C3=O)c1,-3.1
C[C@@H]1CN([C@@H](C)CO)C(=O)c2cccc(NC(=O)Nc3ccc4c(c3)OCO4)c2O[C@H]1CN(C)Cc1ccccc1,-0.2
COC(=O)C[C@H]1C=C[C@@H](NS(=O)(=O)c2ccc(OC)cc2)[C@@H](CO)O1,-3.6
CN(C)C(=O)C[C@H]1C=C[C@@H](NC(=O)C2CCC2)[C@H](CO)O1,6.1
COCC(=O)N(C)C[C@@H]1Oc2ncc(C#CCC3CCCC3)cc2C(=O)N([C@@H](C)CO)C[C@H]1C,3.1
CCC(=O)Nc1ccc2c(c1)OC[C@@H](C)N(CC1CC1)C[C@@H](C)[C@H](OC)CN(C)C2=O,1.1
C[C@@H]1CN([C@@H](C)CO)C(=O)c2cc(NS(=O)(=O)c3ccc(Cl)cc3)ccc2O[C@@H](C)CCCCO[C@H]1CN(C)S(=O)(=O)c1ccc(Cl)cc1,-0.2
O=C(NCCN1CCCC1)[C@H]1N[C@H]2c3ccc(C4=CCCCC4)c(=O)n3C[C@H]2[C@@H]1CO,-0.6
COc1ccc(NC(=O)Nc2cccc3c2O[C@H](CN(C)C(=O)Nc2ccccc2)[C@H](C)CN([C@@H](C)CO)C3=O)cc1,3.7
C[C@H](CO)N1C[C@H](C)[C@@H](CN(C)S(=O)(=O)c2ccc(F)cc2)Oc2ccc(NC(=O)Nc3ccc(F)cc3)cc2CC1=O,2.0
O=C(NCC[C@@H]1CC[C@@H](NC(=O)C2CC2)[C@@H](CO)O1)c1cc(Cl)cc(Cl)c1,1.3
C[C@H](NC(=O)[C@H]1[C@H](CO)[C@H]2Cn3c(ccc(-c4ccccc4)c3=O)[C@H]2N1C)c1ccccc1,0.5
COc1ccc(S(=O)(=O)N(C)C[C@H]2OCCCC[C@@H](C)Oc3ccc(NC(=O)C4CCCCC4)cc3C(=O)N([C@H](C)CO)C[C@@H]2C)cc1,-0.4
COCCCNC(=O)[C@@]1(CCS(=O)(=O)c2ccccc2)COC(c2ccc(OCCCO)cc2)=N1,-4.3
COc1ccc(NC(=O)N(C)C[C@H]2Oc3c(NC(=O)c4cnccn4)cccc3C(=O)N([C@@H](C)CO)C[C@H]2C)cc1,-1.1
Cc1ccccc1S(=O)(=O)N1C[C@H](O)COC[C@H]2O[C@H](CC(=O)NCc3ccccc3Cl)CC[C@@H]21,-0.1
Cc1ccc(-c2ccc3c(c2)O[C@@H](CN(C)C(=O)NC(C)C)[C@H](C)CN([C@@H](C)CO)S3(=O)=O)cc1,1.9
C[C@H](CO)N1C[C@H](C)[C@H](CN(C)CC2CC2)Oc2c(NC(=O)Nc3ccc(C(F)(F)F)cc3)cccc2C1=O,-0.3
COc1ccccc1S(=O)(=O)N(C)C[C@@H]1Oc2cc(C#CCC3CCCC3)ccc2S(=O)(=O)N([C@@H](C)CO)C[C@H]1C,0.6
Cc1ccc(S(=O)(=O)Nc2cccc3c2O[C@@H](CN(C)Cc2ccc(Oc4ccccc4)cc2)[C@H](C)CN([C@@H](C)CO)C3=O)cc1,-1.6
CS(=O)(=O)N1[C@@H]2Cn3c(ccc(C4=CCCC4)c3=O)[C@H]1[C@@H](C(=O)N1CCCCC1)[C@@H]2CO,-2.7
CC(C)c1cn(CC[C@@H]2CC[C@H](NC(=O)c3cccc(F)c3)[C@@H](CO)O2)nn1,4.6
C[C@H]1CN([C@@H](C)CO)C(=O)Cc2cc(NC(=O)Nc3ccc(C(F)(F)F)cc3)ccc2O[C@H]1CN(C)Cc1ccc(C(=O)Nc2ccccc2N)cc1,-9.4
Cc1noc(C)c1S(=O)(=O)N(C)C[C@H]1Oc2c(NS(=O)(=O)c3cn(C)cn3)cccc2C(=O)N([C@@H](C)CO)C[C@H]1C,-0.1
C[C@@H]1CCCCO[C@H](CN(C)Cc2ccc(Cl)c(Cl)c2)[C@@H](C)CN([C@H](C)CO)C(=O)c2cc(NC(=O)C3CCCCC3)ccc2O1,4.4
COc1ccc(S(=O)(=O)N[C@@H]2C=C[C@@H](CC(=O)NCCc3ccncc3)O[C@@H]2CO)cc1,-2.9
COc1cccc(NC(=O)N(C)C[C@H]2OCc3ccccc3-c3ccccc3C(=O)N([C@@H](C)CO)C[C@H]2C)c1,-0.4
O=C(C[C@H]1CC[C@@H]2[C@H](COC[C@@H](O)CN2S(=O)(=O)c2ccccc2Cl)O1)NCc1ccccc1Cl,0.9
COc1ccc(S(=O)(=O)Nc2ccc3c(c2)C(=O)N([C@H](C)CO)C[C@@H](C)[C@H](CN(C)C(=O)NC(C)C)OCCCC[C@@H](C)O3)cc1,-0.9
C[C@H]1CN([C@@H](C)CO)C(=O)c2cc(C#CC3(O)CCCC3)cnc2O[C@H]1CN(C)C(=O)C1CCCCC1,7.8
CCCC#Cc1ccc2c(c1)O[C@@H](CN(C)S(=O)(=O)c1cccc(F)c1)[C@H](C)CN([C@H](C)CO)S2(=O)=O,-1.4
COc1ccc(S(=O)(=O)N(C)C[C@H]2OCCCC[C@H](C)Oc3ccc(NC(=O)c4ccccc4)cc3C(=O)N([C@H](C)CO)C[C@H]2C)cc1,-4.1
Cc1noc(C)c1S(=O)(=O)N(C)C[C@@H]1Oc2c(NS(=O)(=O)c3cn(C)cn3)cccc2C(=O)N([C@@H](C)CO)C[C@H]1C,-0.6
C[C@H](CO)N1C[C@H](C)[C@@H](CN(C)Cc2ccncc2)Oc2ccc(NC(=O)Cc3cn(C)c4ccccc34)cc2C1=O,1.4
O=C(C[C@@H]1C[C@@H]2c3cc(NC(=O)Nc4ccccc4F)ccc3O[C@@H]2[C@@H](CO)O1)NCc1ccccn1,-0.6
Cc1noc(C)c1S(=O)(=O)N(C)C[C@@H]1OCCCC[C@@H](C)Oc2ccc(NC(=O)Nc3ccc4c(c3)OCO4)cc2C(=O)N([C@H](C)CO)C[C@H]1C,3.7
CC(C)NC(=O)N(C)C[C@@H]1Oc2cc(-c3ccncc3)ccc2S(=O)(=O)N([C@@H](C)CO)C[C@@H]1C,-0.7
CC(C)NC(=O)N(C)C[C@H]1OCCCC[C@@H](C)Oc2ccc(NC(=O)CCCN(C)C)cc2C(=O)N([C@H](C)CO)C[C@@H]1C,-3.0
C[C@@H]1CN([C@H](C)CO)S(=O)(=O)c2ccc(C3=CCCCC3)cc2O[C@H]1CN(C)Cc1cncnc1,26.3
O=C(C[C@H]1CC[C@H]2[C@@H](COC[C@@H](O)CN2C(=O)c2ccc(F)cc2)O1)Nc1nccs1,-0.1
COc1ccccc1CNC(=O)C[C@@H]1C[C@@H]2c3cc(NC(=O)CN(C)C)ccc3O[C@@H]2[C@@H](CO)O1,-0.9
O=C(Nc1ccccc1F)N1CCCCN2[C@H](C1)[C@@H](c1ccc(/C=C/c3ccccc3)cc1)[C@@H]2CO,3.2
C[C@@H]1CN([C@@H](C)CO)C(=O)Cc2cc(NC(=O)Nc3ccc4c(c3)OCO4)ccc2O[C@H]1CN(C)C(=O)NC1CCCCC1,1.0
C[C@H](O)C#Cc1ccc2c(c1)O[C@H](CN(C)Cc1cncnc1)[C@H](C)CN([C@@H](C)CO)S2(=O)=O,-1.5
Cc1cccc(S(=O)(=O)N2CCCCN3[C@H](CO)[C@H](c4ccc(-c5ccccc5)cc4)[C@H]3C2)c1,-2.8
COCC(=O)Nc1ccc2c(c1)C(=O)N(C)C[C@@H](OC)[C@H](C)CN(C(=O)Cc1ccccn1)[C@@H](C)CO2,0.0
CC(C)NC(=O)N(C)C[C@H]1Oc2ccc(NC(=O)NC3CCCCC3)cc2CC(=O)N([C@@H](C)CO)C[C@@H]1C,0.5
C[C@H]1CN([C@@H](C)CO)C(=O)Cc2cc(N(C)C)ccc2O[C@@H]1CN(C)Cc1ccc2c(c1)OCO2,-0.7
O=C(C[C@H]1C[C@H]2c3cc(NC(=O)c4cccnc4)ccc3O[C@H]2[C@@H](CO)O1)NCc1cccnc1,13.2
O=C(C[C@@H]1C=C[C@@H](NC(=O)c2cccnc2)[C@@H](CO)O1)NCCN1CCCCC1,0.1

# Copied from the list.
# BioA inh with C[C@@H]1CN([C@@H](C)CO)C(=O)Cc2cc(NC(=O)Nc3ccc4c(c3)OCO4)ccc2O[C@H]1CN(C)C(=O)NC1CCCCC1 is entered as 1.0
# BioA inh with C[C@H]1CN([C@@H](C)CO)C(=O)Cc2cc(N(C)C)ccc2O[C@@H]1CN(C)Cc1ccc2c(c1)OCO2 is entered as -0.7
# BioA inh with Cc1noc(C)c1S(=O)(=O)N(C)C[C@@H]1OCCCC[C@@H](C)Oc2ccc(NC(=O)Nc3ccc4c(c3)OCO4)cc2C(=O)N([C@H](C)CO)C[C@H]1C is entered as 3.7
# BioA inh with COCC(=O)Nc1ccc2c(c1)C(=O)N(C)C[C@@H](OC)[C@H](C)CN(C(=O)Cc1ccccn1)[C@@H](C)CO2 is entered as 0.0

# Assay outcomes deposited in PubChem by Broad Institute.
